CatB mixtures: cathepsin B inhibitors from pooled compounds, primary screen, biochemical, compound mixtures, AMC fluorescence | P07858 | Purified cathepsin B, AMC dipeptide fluorescence | inhibition, %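 (ten-compound pools at 5 µM per compound and 50 µM total)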 | 62,000 tested, 0.06% active | AID 488, 2006; in the data active = inhibition above about 22%, passing the limit was not always enough;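 also: 0% = enzyme without compound and 100% = no enzyme blank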
Cathepsin G inh: human cathepsin G inhibitors, primary screen, biochemical, pooled compound mixtures, AMC fluorescence | P08311 | inhibition, % at 5 µM (by protocol) | purified enzyme, AMC-tetrapeptide fluorescence | 62,000 tested, 0.2% active;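 active = inhibition above 20% in each of the two mixture wells holding the compound; inactive = inhibition of 20% or less in either well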;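 also: 0% = enzyme control without mixture and 100% = blank lacking enzyme; strong numbers were not always called active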
Target sequence (P08311 21-244 limits assumed): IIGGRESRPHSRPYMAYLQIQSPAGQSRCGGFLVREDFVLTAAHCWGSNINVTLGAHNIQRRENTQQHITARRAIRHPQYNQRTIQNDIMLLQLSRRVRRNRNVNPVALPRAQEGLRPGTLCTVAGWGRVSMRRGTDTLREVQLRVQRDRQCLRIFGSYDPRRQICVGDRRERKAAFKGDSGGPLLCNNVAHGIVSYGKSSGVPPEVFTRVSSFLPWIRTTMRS
CatL block: inhibitors of human cathepsin L, biochemical | inhibition, %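 (tested at 10 µM)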 | 58,000 tested, 0.17% active | purified cathepsin L, fluorogenic substrate, fluorescence | AID 460, 2006 | Procathepsin L (Homo sapiens), P07711; in the data active = inhibition above about 45%;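 also: 0% = enzyme with no compound and 100% = no enzyme blank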
C1s inh: complement C1s protease inhibitors, primary screen, biochemical, 10-compound mixtures; 62,000 tested, 0.16% active; purified C1s, fluorogenic AMC substrate, pooled mixtures; Complement C1s subcomponent (Homo sapiens), P09871; mean inhibition % of two 10-compound mixtures (hits give high values), % at 5 µM (by protocol);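 active = inhibition above 20% in each of the two 10-compound mixture wells holding the compound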;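 also: 0% = enzyme wells lacking compound mixture and 100% = no-enzyme blank wells; some compounds called inactive have numbers as strong as hits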
CatS inh: inhibitors of human cathepsin S, biochemical, compound mixtures. AID 501, 2006. inhibition, %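 (tested at 5 µM per compound within 10-compound mixtures)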. 62,000 tested, 0.06% active. P25774. recombinant cathepsin S, AMC dipeptide fluorescence, pooled mixtures; in the data active = inhibition above about 32%, passing the limit was not always enough;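 also: 0% = enzyme without compound and 100% = blank without enzyme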
CatB block: human cathepsin B inhibitors, primary screen, biochemical, fluorogenic substrate | P07858 | inhibition, %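 (tested at 10 µM)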 | 63,000 tested, 0.1% active | purified cathepsin B, fluorescence; in the data active = inhibition above about 21%;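 also: 0% = enzyme with no compound and 100% = no enzyme blank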
FXIIa mix inh: human factor XIIa inhibitors, primary screen, biochemical, pooled compound mixtures, fluorogenic substrate. Coagulation factor XII (Homo sapiens), P00748. purified FXIIa. inhibition, % at 5 µM. 62,000 tested, 0.2% active;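 also: 0% = enzyme without compound and 100% = no enzyme blank; some results filed as inactive read as strong as hits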
AP ELISA ortho: alternative complement pathway inhibitors, primary screen, biochemical, ELISA, human serum, orthogonally pooled compounds; LPS-coated ELISA, C3 deposition; tested in compound mixtures; inhibition, % at 5 µM; 62,000 tested, 0.08% active; AID 1235, 2008;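 active = inhibition above 30% in each of the two pooled mixtures holding the compound, so the lower value exceeds 30%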;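 also: 0% = serum in Mg-EGTA without compound and 100% = EDTA serum blank; some compounds past the cut are filed as inactive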
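Test system: human serum complement alternative pathway, C3 deposition onto LPS / Medium: Mg2+-EGTA GVB++ buffer containing human serum at 1:15 dilution / Probe or stimulus: Plate-bound LPS / Times: 1 h at 37 °C / Signal: ELISA with HRP anti-human C3 antibody, TMB substrate, absorbance 450 nm / Measure: percent inhibition / Repeats: two pool placements per compound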
FXIa inh mix: FXIa protease inhibitors in compound pools, primary screen, biochemical, 10-compound mixtures; Coagulation factor XI (Homo sapiens), P03951; purified FXIa, fluorogenic substrate, pooled mixtures; inhibition, % at 5 µM; 62,000 tested, 0.19% active; AID 680, 2007;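 also: each value is inhibition by a whole ten-compound pool holding the compound; 0% = enzyme with no mixture and 100% = wells lacking enzyme; strong numbers were not always called active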
Target sequence (P03951 19-387 limits assumed): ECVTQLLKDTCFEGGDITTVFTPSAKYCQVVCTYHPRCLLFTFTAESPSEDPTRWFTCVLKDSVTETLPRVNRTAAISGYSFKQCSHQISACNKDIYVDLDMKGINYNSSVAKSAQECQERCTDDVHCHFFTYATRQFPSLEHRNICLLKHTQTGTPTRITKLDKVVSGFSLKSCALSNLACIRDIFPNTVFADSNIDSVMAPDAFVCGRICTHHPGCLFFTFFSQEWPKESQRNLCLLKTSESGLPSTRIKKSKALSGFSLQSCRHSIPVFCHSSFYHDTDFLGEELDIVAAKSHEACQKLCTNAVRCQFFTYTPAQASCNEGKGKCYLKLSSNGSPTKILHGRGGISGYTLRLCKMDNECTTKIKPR
Target sequence (P03951 388-625 limits assumed): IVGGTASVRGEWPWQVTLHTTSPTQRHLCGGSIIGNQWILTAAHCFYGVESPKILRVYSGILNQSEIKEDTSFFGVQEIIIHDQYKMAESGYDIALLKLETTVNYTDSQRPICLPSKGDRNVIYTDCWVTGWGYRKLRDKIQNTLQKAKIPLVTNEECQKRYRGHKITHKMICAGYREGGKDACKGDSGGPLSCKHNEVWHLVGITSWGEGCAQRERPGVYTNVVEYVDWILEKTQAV
An asterisk follows results filed as active; / = not tested or not shown. Rule as the data show it, unless noted: active = inhibition above about 20% (passing the limit was not always enough); inactive = the rest.

nr	CatB mixtures	Cathepsin G inh	CatL block	C1s inh	CatS inh	CatB block	FXIIa mix inh	AP ELISA ortho	FXIa inh mix	canonical_smiles
1	3	6	2	3	0	-1	2	15	1	CS(=O)(=O)N(CC(=O)NCc1ccco1)c1cc(C(F)(F)F)ccc1Cl
2	8	10	1	2	1	4	5	32	-10	CN(C(=O)CSc1nnc(-c2ccco2)o1)C1CCCCC1
3	1	7	11	11	-6	-1	9	1	7	O=C(CN1CCOCC1)NC1C2CC3CC(C2)CC1C3 (centres undefined)
4	1	3	10	5	-3	5	-3	8	5	Cc1ccc(C(=O)CC(C(=O)O)n2cccn2)cc1 (centres undefined)
5	10	2	4	8	31	-2	37	2	7	N#CC(C(=O)c1ccco1)c1ccccn1 (centres undefined)
6	3	8	-4	14	-5	0	-1	11	7	COc1nc2ccc(C)cc2cc1-c1noc(-c2cccnc2)n1
7	-8	9	-11	4	-6	1	-2	3	-1	COCCNC(=O)Cn1cc2c(n1)CCCCC2
8	0	0	-130	-30	5	-6	6	8	0	CCCCn1c(=NC(=O)c2ccco2)c(C(=O)OCC)cc2c(=O)n3ccccc3nc21
9	1	35	8	-16	15	6	-19	-6	12	c1ccc(C2COC(c3cccs3)=N2)cc1 (centres undefined)
10	2	-2	5	3	-2	6	0	3	-1	NC1=NC(=Nc2ccccc2)c2ccccc21
11	2	8	6	15	-6	5	2	20	10	O=C(NCCO)c1cc2ccccc2c(=O)s1
12	4	9	3	-1	4	0	-6	19	4	CCOC(=O)N1CCC(NC(=O)Cn2c3ccccc3c3cn[nH]c(=O)c32)CC1
13	0	8	9	18	-2	7	4	3	8	Cn1ccnc1C(=O)c1cc(=O)c2ccccc2o1
14	11	8	0	-2	-2	4	10	14	8	O=C(CCS(=O)CCC(=O)NCc1ccccc1)NCc1ccccc1
15	-2	-5	8	-12	8	4	1	-6	-3	COc1ccccc1CC(=O)NCCc1ccc(S(N)(=O)=O)cc1
16	-6	11	9	2	-7	-3	-5	1	-1	CCOC(=O)c1ccc(N2C(=O)CC(N3CCN(Cc4ccccc4)CC3)C2=O)cc1 (centres undefined)
17	0	-1	-2	-4	7	0	6	15	23	CCOc1ccc(S(=O)(=O)Nc2ccccc2SC)c2cccnc12
18	-1	0	0	-14	3	-4	-13	13	2	COC(=O)c1ccc(C(c2c(N)n(Cc3ccccc3)c(=O)n(C)c2=O)N2CCOCC2)cc1 (centres undefined)
19	8	-5	23	4	2	1	-18	4	-1	COc1ccc(N2CCN(CCCNC(=O)C3CCCN(S(=O)(=O)c4cnc[nH]4)C3)CC2)cc1 (centres undefined)
20	7	16	-9	17	18	-1	-1	-2	24	Cc1ccccc1Cn1nc(C)c(NC(=O)c2cc3nc(-c4ccco4)cc(C(F)(F)F)n3n2)c1C
21	-3	2	-57	-5	-6	3	6	0	3	Cc1nc2c(c(=O)n1CC1CCCO1)c1nc3ccccc3nc1n2CC(C)C (centres undefined)
22	-4	-9	6	-5	1	1	-19	-7	-3	C=COCCn1c(=N)n(CCC)c2ccccc21
23	17	24	22	13	11	1	7	17	18	CCCCCCN=C(C)C1=C(O)C(C(=O)OC)C(C)(C)CC1=O (centres undefined)
24	1	-8	8	-16	14	5	7	-9	-1	CN(C)CCCN1C(=O)C(=O)/C(=C(/O)c2ccncc2)C1c1cccc(Br)c1 (centres undefined)
25	5	-1	-4	-6	44	2	0	14	6	C1=C(CCNc2ncnc3nc[nH]c23)CCCC1
26	3	7	-5	-6	5	-2	8	16	6	c1ccc(-c2nc(N3CCCCCC3)nc(-n3ccnc3)n2)cc1
27	-6	-22	3	-30	-7	5	1	1	-5	CCOC(=O)Cn1nnnc1C(CC)N(Cc1cccs1)Cc1cc2ccc(OC)cc2[nH]c1=O (centres undefined)
28	5	7	16	15	2	1	10	1	7	COc1ccc(CCC(=O)NC2=NCCS2)cc1OC
29	6	12	21	-10	6	3	5	12	4	Cc1ccccc1-c1nc(CN2CCCC(C(=O)NCCCN3CCOCC3)C2)c(C)o1 (centres undefined)
30	6	-4	13	3	-6	1	4	10	3	CCOC(=O)CN1CC23C=CC(O2)C(C(=O)Nc2ccc(OC)cc2OC)C3C1=O (centres undefined)
31	0	-6	-1	26	-5	-1	0	-8	5	CCNC(=O)C1CC(=O)N(CC)C(=Nc2cc(Cl)c(O)c(Cl)c2)S1 (centres undefined)
32	4	5	-3	4	0	-5	-25	11	3	COc1cc(-c2nc(S(=O)(=O)c3ccccc3)c(N3CCOCC3)o2)cc(OC)c1OC
33	3	17	14	15	5	3	1	6	7	CSc1cccc(NC(=O)CN(C2CCCCC2)S(C)(=O)=O)c1
34	-3	-16	-11	-141	-13	-2	6	8	-14	Cc1cc2c(c(=O)n1C)C(Cc1ccccc1)C(C#N)=C(N)O2 (centres undefined)
35	3	9	/	4	5	6	-20	5	15	O=C1c2nc3ccccn3c2C(=O)N1Cc1ccccc1
36	3	10	-3	14	0	2	0	11	-1	CC(=O)c1cccc(NC(=O)COc2ccc(S(=O)(=O)N3CCCCC3)cc2)c1
37	6	9	13	-13	7	4	8	2	-2	COC(=O)C1=C(N)Oc2cc(C)n(Cc3ccncc3)c(=O)c2C1c1cccnc1 (centres undefined)
38	6	8	-4	17	2	4	3	28	4	O=C(Nc1c(C(=O)N2CCOCC2)cnn1-c1ccccc1Cl)c1ccco1
39	3	0	-3	1	9	1	-2	-13	4	CC(=O)C1=C(C)NC(SCC(=O)c2ccc(C)cc2)=C(C#N)C1c1ccco1 (centres undefined)
40	9	11	7	14	11	11	0	-1	10	CN(C)c1ccc(NC(=O)Nc2cccc(Cl)c2)cc1
41	5	0	0	-19	-12	-4	5	9	0	O=C(COC(=O)c1cc(S(=O)(=O)N2CCOCC2)ccc1O)NCC1CCCO1 (centres undefined)
42	9	2	3	-24	2	-3	4	21	9	COc1ccc(OC)c(CN2C(=O)CCC2(C)C(=O)NC2CCCCCC2)c1 (centres undefined)
43	-14	-2	-464	-36	-9	-5	-1	18	-5	Cc1nc2[nH]c(=O)c3c(n2n1)NC1=C(C(=O)CC(C)(C)C1)C3c1ccccc1 (centres undefined)
44	2	10	-4	13	3	1	3	4	10	CC(=O)Nc1cc2c(cc1C(C)=O)OCCO2
45	4	-1	-2	-19	-3	2	0	-1	1	COC(=O)[C@@H](NC(=O)N1CCN(c2cccc(C(F)(F)F)c2)CC1)C(C)C
46	1	8	/	12	-2	6	-1	17	7	O=C(Cn1cc2c(n1)CCCC2)NCCCN1CCN(c2ccccc2F)CC1
47	3	7	3	10	3	0	7	19	7	O=C(CSc1nc2ccccc2[nH]1)c1ccco1
48	2	9	14	3	5	3	6	10	3	CC(C(=O)Nc1cccnc1)N1C(=O)C2C3C=CC(C3)C2C1=O (centres undefined)
49	-2	10	26	-3	12	-4	2	14	-1	CCOc1ccccc1Nc1nc(N)nc(CSc2nccc(C)n2)n1
50	0	8	-1	4	-2	-2	2	-1	1	O/N=C/c1ccc(OCC(O)COc2ccc(/C=N/O)cc2)cc1
51	4	11	8	12	2	0	5	10	6	CC1CCCC(C(=O)O)N1C(=O)CCSC(=O)c1ccccc1 (centres undefined)
52	1	11	16	2	2	2	-2	11	4	O=C(CSc1nnc2ccccn12)c1ccc2c(c1)OCCO2
53	3	11	21	14	2	2	-17	9	6	CN(C)/C=N/c1c(C#N)cnn1-c1ccccc1
54	4	17	23	13	11	4	0	9	9	O=C(NC(NCc1ccccn1)(C(F)(F)F)C(F)(F)F)c1ccco1
55	3	-3	29	4	10	2	-3	5	3	CCc1cccc(NC(=O)CCc2nc(-c3cccs3)no2)c1
56	4	-2	6	-2	1	-8	9	14	4	Oc1ccc(CNc2ccccc2F)c2cccnc12
57	-5	-6	12	-1	-2	2	4	1	5	CCC(=O)N1CCCc2cc(S(=O)(=O)N3CCN(C4CCCCC4)CC3)ccc21
58	3	-2	-4	-23	-4	-2	0	11	4	Clc1ccc2c(N3CCCC3)ccnc2c1
59	6	0	-4	3	-7	-2	6	3	7	CC1(C)CC(=O)C(CC(=O)Nc2ccc(S(N)(=O)=O)cc2)=C(O)C1
60	1	11	14	16	-1	0	-2	18	-2	Cn1cccc1Cc1nnc(SCC(=O)N2CCOCC2)n1CCc1ccccc1
61	3	2	-13	-25	-7	-5	10	12	7	CC(OC(=O)CN(C)S(=O)(=O)c1ccc(Cl)cc1)C(=O)Nc1ccc(N2CCOCC2)cc1 (centres undefined)
62	1	-8	0	-95	-8	-3	0	14	-5	Cc1nn(C(C)C(=O)N2CCc3ccccc3C2)c(=O)c2cc3occc3n12 (centres undefined)
63	1	-4	12	2	2	-2	-18	4	-2	Cc1csc(NC(=O)CSc2nnc(-c3ccncc3)n2C)n1

Looked up above:
For CatS inh, CCC(=O)N1CCCc2cc(S(=O)(=O)N3CCN(C4CCCCC4)CC3)ccc21 has -2
For FXIa inh mix, O=C(COC(=O)c1cc(S(=O)(=O)N2CCOCC2)ccc1O)NCC1CCCO1 (centres undefined) has 0

Of the compounds above, these contain a COOH group.
nr	CatB mixtures	Cathepsin G inh	CatL block	C1s inh	CatS inh	CatB block	FXIIa mix inh	AP ELISA ortho	FXIa inh mix	canonical_smiles
4	1	3	10	5	-3	5	-3	8	5	Cc1ccc(C(=O)CC(C(=O)O)n2cccn2)cc1 (centres undefined)
51	4	11	8	12	2	0	5	10	6	CC1CCCC(C(=O)O)N1C(=O)CCSC(=O)c1ccccc1 (centres undefined)

A portion of the library, so the mix of outcomes need not match the whole.
